Smad3 FoxH1 inh: Smad3 (human) transcription factor binding inhibition. P84022. hit rate 0.29% among 88,000. TR-FRET Smad3/Dy647-FoxH1 peptide binding, europium anti-His. inhibition, % at 25 µM;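 active means compounds that reduce the energy-transfer binding signal between the protein and its labelled peptide by more than half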;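 further: 0% = Smad3 plus labelled peptide maximal FRET and 100% = peptide-only background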
Target sequence (P84022 whole entry, looked up): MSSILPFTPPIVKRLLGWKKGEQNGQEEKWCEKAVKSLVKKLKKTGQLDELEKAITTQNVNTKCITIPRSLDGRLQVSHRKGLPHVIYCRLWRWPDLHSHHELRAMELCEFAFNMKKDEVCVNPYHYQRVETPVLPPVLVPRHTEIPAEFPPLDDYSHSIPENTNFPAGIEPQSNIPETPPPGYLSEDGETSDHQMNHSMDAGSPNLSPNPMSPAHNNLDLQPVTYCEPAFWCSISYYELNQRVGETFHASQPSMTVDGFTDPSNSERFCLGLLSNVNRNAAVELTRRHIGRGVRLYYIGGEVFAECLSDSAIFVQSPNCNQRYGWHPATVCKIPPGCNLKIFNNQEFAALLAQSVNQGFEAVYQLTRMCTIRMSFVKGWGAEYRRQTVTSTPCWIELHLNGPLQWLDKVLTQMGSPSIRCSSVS
ERb SRC1 inh: blocks coactivator binding to human estrogen receptor beta; TR-FRET ER-beta LBD / SRC1-Cy5 peptide binding; receptor agonist-loaded with 1 µM estradiol; inhibition, % at 25.6 µM; hit rate 1.3% among 86,000;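 active means compounds whose percent inhibition of the receptor-coactivator binding signal exceeds about 50% in the single-dose screen, limit read from the data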;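 further: 0% = receptor plus peptide wells without compound and 100% = peptide-only wells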
H69AR growth 86K: growth inhibitors of human H69AR lung tumor cells | H69AR lung tumor viability, ATP luminescence, 72 h; active compounds read low | viability, % at 10 µM | hit rate 6% among 85,000 | AID 598;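 active means viability at or below 40%; inactive means viability above 40%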;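 further: multidrug resistant small cell line overexpressing MRP-1 efflux transporter; 100% = mean luminescence of untreated control wells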
ERa coact pot: ER-alpha (human) coactivator binding potentiation. TR-FRET ERalpha-LBD/SRC-Cy5 coactivator binding, 2 h; 100 = basal binding, no effect. coactivator binding (% of control), % at 25.6 µM. hit rate 1.3% among 86,000. AID 639; in the data active means activity above about 200%;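 further: binding measured in presence of low estradiol as agonist stimulus; 0% = peptide alone without receptor and 100% = receptor with peptide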
Target sequence (P03372 whole entry, looked up, the tested form may be a part): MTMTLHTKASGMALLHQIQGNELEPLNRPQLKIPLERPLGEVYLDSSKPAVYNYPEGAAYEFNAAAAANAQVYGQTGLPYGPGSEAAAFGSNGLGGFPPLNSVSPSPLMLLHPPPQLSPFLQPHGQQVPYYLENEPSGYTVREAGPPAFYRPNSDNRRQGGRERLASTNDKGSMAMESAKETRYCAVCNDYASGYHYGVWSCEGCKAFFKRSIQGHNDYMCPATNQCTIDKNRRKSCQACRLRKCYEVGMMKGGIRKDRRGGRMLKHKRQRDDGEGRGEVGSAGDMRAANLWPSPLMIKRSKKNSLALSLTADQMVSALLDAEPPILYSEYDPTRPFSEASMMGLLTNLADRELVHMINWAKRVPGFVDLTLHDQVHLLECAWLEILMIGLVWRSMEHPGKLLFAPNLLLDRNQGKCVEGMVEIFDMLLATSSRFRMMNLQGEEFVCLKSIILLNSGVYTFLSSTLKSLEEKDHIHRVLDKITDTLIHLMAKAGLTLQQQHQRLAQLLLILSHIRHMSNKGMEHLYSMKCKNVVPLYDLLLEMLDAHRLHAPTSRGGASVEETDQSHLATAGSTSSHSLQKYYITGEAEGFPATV
Lung fibro prol: blocks proliferation of human lung fibroblasts; LL 47 human lung fibroblast viability, ATP luminescence; active compounds read low; viability, % at 10 µM; hit rate 1.1% among 85,000; AID 719;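 active means viability at or below 50% in the single dose screen; inactive means viability above 50%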;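 further: compound exposure lasted 72 h before the ATP readout; 100% = median luminescence of untreated cell-only wells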
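Material: human LL 47 lung fibroblast cells; quantity: 1,150 cells/well; medium: IMEM plus 15% FBS; doses: 0.1% DMSO in all compound wells; timing: overnight attachment after seeding, then 72 h compound exposure at 37 °C; detection: CellTiter-Glo luminescence; measure: % viability of median cell-only signal; controls: cell-only wells, no compound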
Candida biofilm: kills Candida albicans biofilms; hit rate 0.14% among 85,000; AID 834; inhibition, % at 6 µM; C. albicans biofilm + clotrimazole, Alamar Blue;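 active means inhibition above 20%; inactive means inhibition below 20%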;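 further: preformed 24 hr biofilms exposed to compound for 48 hr; 0% = biofilm without compound and 100% = blank killed by clotrimazole plus chlorhexidine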
sEH act: increases human soluble epoxide hydrolase activity; purified human sEH enzymatic activity, activator screen; activation, % at 2 µM; P34913; AID 717; hit rate 0.04% among 91,000; in the data active means activation above about 37%; further: values of inactives mirror those of a sister screen read the other way
HUVEC prolif 384: human endothelial cell proliferation inhibition; viability, % at 10 µM (by protocol); AID 648; hit rate 1.1% among 86,000; HUVEC proliferation, CellTiter-Glo luminescence, 72 h; active compounds read low;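 active means viability at or below 30%; inactive means viability above 30%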;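 further: 100% = median luminescence of DMSO-only cell control wells on each plate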
ERa coact inh: ER-alpha (human) coactivator binding inhibition; P03372; TR-FRET ER-alpha LBD / SRC-1 peptide, estradiol-bound; inhibition, % at 25.6 µM; hit rate 1.7% among 86,000; AID 629; in the data active means inhibition above about 50%;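 further: 0% = receptor plus peptide control and 100% = peptide only without receptor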
An asterisk follows results filed as active; / = no result given; [ ] = another dose, or the depositor's remark. These rows are one share of the data; count on the stated rates, not on these rows.

The line under a structure holds: Smad3 FoxH1 inh	ERb SRC1 inh	H69AR growth 86K	ERa coact pot	Lung fibro prol	Candida biofilm	sEH act	HUVEC prolif 384	ERa coact inh
> CCn1c(SCC(=O)Nc2ccc3c(c2)OCCO3)nnc1-c1ccco1
    2	2	97	105	93	1	2	82	-1
> C=CCSc1nnc2c(n1)OC(c1ccccn1)N(C(C)=O)c1ccccc1-2 (stereo not drawn)
    -10	36	98	110	102	6	-4	92	0
> O=C(CSc1nnc(-c2ccc(O)cc2)n1Cc1ccco1)c1cccs1
    3	7	72	79	104	8	/	97	11
> CCn1cc(C(=O)NC2CCCCCC2)c(=O)c2cc(S(=O)(=O)N3CCCCC3)ccc21
    6	2	30*	88	104	3	/	67	4
> C=C(C)CNC(=S)/N=c1\scc(C)n1CC
    92*	77*[fluorescence artefact?]	91	62[fluorescence artefact?]	96	1	-11	100	65*[fluorescence artefact?]
> COc1ccc(N2CCN(C(c3cc4ccc(C)cc4[nH]c3=O)c3nnnn3C3CCCC3)CC2)cc1 (stereo not drawn)
    12	6[fluorescence artefact?]	87	122	89	5	2	93	3[fluorescence artefact?]
> CC1CCCC(C)N1C(=O)COc1ccc(-c2nnco2)cc1 (stereo not drawn)
    -4	-12	84	136	92	8	-2	88	-8
> CCOc1ccc(C(=O)c2cccs2)cc1
    2	-3	101	101	98	10	/	101	-2
> COc1ccc(CCNC(=O)c2ccc(=O)[nH]n2)cc1OC
    -1	-7	89	123	96	5	/	96	-14
> Cc1ccc(CSc2nc3c(cc2C#N)CCC3)cc1
    -22	41	96	102	93	-4	-7	100	20
> COCc1[nH]nc2c1C(c1ccc(OC)cc1)C(C#N)=C(N)O2 (stereo not drawn)
    10	5	100	110	100	5	-11	93	0
> C=CCn1c(SCc2nc(N)nc(N(C)C)n2)nnc1-c1cccnc1
    -2	0[fluorescence artefact?]	91	104	101	1	-11	99	9
> CCOc1cc(C(N)=O)cc(Br)c1OCC
    1[fluorescence artefact?]	-3	91	123	96	3	-4	72	-1
> CN1CCOCCOCCN(C)C1=O
    5	-1	94	108	107	7	11	108	-10
> CO/N=C(\Cn1ncc(N2CCCC2)c(Cl)c1=O)c1ccc(Cl)cc1
    4	-3	53	105	99	8	8	98	-5

Full records, quoted from the list.
`C=CCSc1nnc2c(n1)OC(c1ccccn1)N(C(C)=O)c1ccccc1-2` (stereo not drawn) is listed as Smad3 FoxH1 inh: -10; ERb SRC1 inh: 36; H69AR growth 86K: 98; ERa coact pot: 110; Lung fibro prol: 102; Candida biofilm: 6; sEH act: -4; HUVEC prolif 384: 92; ERa coact inh: 0
`CCOc1ccc(C(=O)c2cccs2)cc1` is listed as Smad3 FoxH1 inh: 2; ERb SRC1 inh: -3; H69AR growth 86K: 101; ERa coact pot: 101; Lung fibro prol: 98; Candida biofilm: 10; sEH act: /; HUVEC prolif 384: 101; ERa coact inh: -2

Further compounds
The line under a structure holds: Smad3 FoxH1 inh	ERb SRC1 inh	H69AR growth 86K	ERa coact pot	Lung fibro prol	Candida biofilm	sEH act	HUVEC prolif 384	ERa coact inh
> O=C(Cn1c(=O)sc2ccccc21)Nc1ccccc1
    3	-6	97	126	98	1	0	94	-4
> CCCOc1ccc2ccccc2c1/C=N/n1c(C)nnc1-n1nc(C)cc1C
    -2	-7	24*	101	55	-3	-2	54	4[fluorescence artefact?]
> COc1cccc(N(C(=O)c2cccs2)c2nc3ccccc3s2)c1
    10	5	97	102[fluorescence artefact?]	94	4	6	98	3[fluorescence artefact?]
> Nc1nc(N2CCCCC2)nc(N(c2ccccc2)c2ccccc2)n1
    -1	9	74	111	91	5	-11	101	-3
> Cc1cc(=O)[nH]c(N2CCN(C(c3ccccc3)c3ccccc3)CC2)n1
    7	7[fluorescence artefact?]	97	100	92	7	-8	81	5
> CC(C)Cn1cnc2sc3c(c2c1=N)CCCC3
    -11	-5	87	114	99	0	8	95	1
> CCOc1ccccc1NC(=O)C1CCN(C(=O)NCc2ccccc2)CC1
    8	-4	87	109[fluorescence artefact?]	120	6	-3	96	-10
> COc1ccc(N2CCN(c3ncnc4c3[nH]c3ccccc34)CC2)cc1
    -3	-9	61	93[fluorescence artefact?]	84	-3	-6	81	-8
> COc1ccccc1-c1cc(C(=O)NCCCn2ccnc2)no1
    3	-3	97	98	99	3	-2	104	-3
> COc1ccccc1NC1=NC2(CCCC2)N=C(N)N1
    -8	-3	92	109[fluorescence artefact?]	93	10	-6	87	2
> N#Cc1nc(-c2ccco2)oc1N1CCN(c2cccc(Cl)c2)CC1
    -5	-2	83	90	103	7	9	126	0
> Clc1ccc(N2CCN(c3ncnc4c3oc3ccccc34)CC2)cc1
    25[fluorescence artefact?]	10[fluorescence artefact?]	65	160[fluorescence artefact?]	117	-1	/	27*	19[fluorescence artefact?]
> C=CCSc1nnc(NC(=O)COc2ccc3ccccc3c2)s1
    -17	-10	101	134	99	1	-11	94	-11
> CC/C(=C\C(=O)c1cccnc1)Nc1ccc(C)c(C)c1
    -1	-3	86	116[fluorescence artefact?]	92	5	/	96	-6
> CC(C)(C)C1=Nn2c(nnc2-c2ccco2)SC1
    -1	-8	80	131	96	7	5	81	-2
> Cc1cnc(C(=O)Nc2ccccc2-c2ccc(C)o2)cn1
    6	-8	80	127	95	0	0	95	-4
> CCOC(=O)/C(C#N)=C/c1cc(C)n(-c2ccc(Br)cc2)c1C
    20[fluorescence artefact?]	-1	93	129[fluorescence artefact?]	102	3	-7	106	5[fluorescence artefact?]
> CCCc1cc(C(=O)NCc2cccs2)no1
    -17	14[fluorescence artefact?]	101	93	91	-11	-1	102	4
> Cn1c(SCC(=O)N2CCOCC2)nnc1-c1cccc(NC(=O)c2ccccc2F)c1
    -3	14	104	105	108	8	-7	99	-1
> O=C(Nc1ccc2c(c1)OCCO2)C1CCC1
    -12	-7	94	102[fluorescence artefact?]	96	5	-1	97	-10
> CSc1ccccc1NC(=O)c1cnc2n(c1=O)CCS2
    12[fluorescence artefact?]	7	90	192	96	8	17	108	3
> CCCCN1C(=O)C2NN=C(C(=O)OCC)C2C1=O (stereo not drawn)
    -3	-13	83	94	96	3	0	94	5
> COc1ccc(-c2cnc(SCC(=O)Nc3nc(C(C)(C)C)cs3)n2Cc2ccco2)cc1
    -9	21[fluorescence artefact?]	57	91	89	3	-4	81	10
> O=C(CSc1nnc(-c2ccco2)o1)NC1CC2CCC1C2 (stereo not drawn)
    3	-36	91	108	91	4	-10	94	-25
> CCN(CC)CC(=O)Nc1nc(-c2ccc(Cl)cc2)cs1
    5	0[fluorescence artefact?]	102	103[fluorescence artefact?]	115	3	6	95	3[fluorescence artefact?]
> CCc1cccc2c(C#N)cn(CCOc3ccccc3OC)c12
    2	2[fluorescence artefact?]	78	128	93	4	-16	84	1[fluorescence artefact?]
> COC(=O)c1ccc(C(=O)OC)c(NC(=O)c2ocnc2C)c1
    1	-8	85	133	98	3	/	99	-3
> CCC(C)Sc1nnc(Cc2cc(=O)[nH]c(=O)[nH]2)n1-c1ccc(F)cc1 (stereo not drawn)
    0	-2	96	116	109	10	/	102	-2
> CC(C)Cn1c(N)c(C(=O)COC(=O)c2cc(-c3ccco3)nc3ccccc23)c(=O)n(C)c1=O
    18	80*[fluorescence artefact?]	50	38[fluorescence artefact?]	79	7	-11	77	91*[fluorescence artefact?]
> CCOCCCn1c(SCC(=O)NC(C)(C)C)nc2ccccc2c1=O
    1	-1	82	91	101	-6	-13	101	-1
> Cc1ccc2cc(CN(CC3CCCO3)S(=O)(=O)c3ccc4c(c3)OCCO4)c(=O)[nH]c2c1C (stereo not drawn)
    1	-7	88	107	94	4	4	104	-5
> CCOC(=O)c1ccc(NC2OC(=O)c3ccccc32)cc1 (stereo not drawn)
    -12	-2	88	102	105	6	0	88	6
> COc1ccc(CS(=O)(=O)/C(Cl)=C(/Cl)C(=O)Nc2ccc(OC)nc2)cc1
    14	0	0.0*	96	4.8*	5	2	2.6*	8[fluorescence artefact?]
> OCC12COC(c3ccccc3)N1C(c1ccccc1)OC2 (stereo not drawn)
    8	-7[fluorescence artefact?]	103	119	102	3	-4	92	2[fluorescence artefact?]
> O=C(C1CCCO1)N1CCN(Cc2nc3ccccc3c(=O)[nH]2)CC1 (stereo not drawn)
    -3	-19	94	93	102	10	1	98	-18
> N#Cc1c(NC(=O)CN2CCN(C(=O)c3ccco3)CC2)sc2c1CCCCC2
    12	13	91	111[fluorescence artefact?]	95	/	/	111	-2
> CCOC(=O)CSc1nc2c(sc(=S)n2Cc2ccco2)c(=O)n1-c1ccc(F)cc1
    -12	0[fluorescence artefact?]	99	109	102	-7	/	90	6[fluorescence artefact?]
> CCC(Sc1nc2n[nH]c(C)c2c(=N)n1-c1ccc(C)c(Cl)c1)C(=O)N1CCOCC1 (stereo not drawn)
    8	0[fluorescence artefact?]	26*	122[fluorescence artefact?]	75	6	/	58	-15
> O=C(Cc1sc(-c2ccccc2Cl)nc1-c1ccccc1)Nc1ccc(F)cc1
    -16	-1	11*	136	45*	4	2	79	-5
> COc1ccc(Cn2nnnc2CN(Cc2cc3cc(C)ccc3[nH]c2=O)C2CCCC2)cc1
    7	3	51	123	89	2	-1	78	5
> CCOC(=O)N1CCC(Nc2c(NCCCOC)c(=O)c2=O)CC1
    -4	-1	103	104	97	1	-5	95	-7
> O=C(NCc1ccc(N2CCCC2=O)cc1)NC1CCCCC1
    6[fluorescence artefact?]	-4	92	119	104	6	-80	91	-8
> CCOc1ccc(-c2nnc(-c3cccs3)o2)cc1
    7	-1	96	105	101	6	-6	98	-3
> Cc1nnc(NC(=O)Cn2cnc3c2c(=O)n(C)c(=O)n3C)s1
    2	-8	94	102	98	8	5	100	-11
> CCN(CCC(=O)Nc1ccc(Br)c(C)c1)Cc1ccccc1
    -4	-9	51	103	94	7	-15	71	-2
> COc1ccc(C(=O)Nc2nc3ccc(S(C)(=O)=O)cc3s2)cc1
    7	2	62	180[fluorescence artefact?]	/	4	1	97	3[fluorescence artefact?]
> Cc1ccc(-c2cc(C)nc3nc(N)nn23)cc1
    -23	-4	92	104	107	-2	11	103	-6
> CCOC(=O)c1cc2c(ccn2C)n1CC(=O)N1CCC(Cc2ccccc2)CC1
    -5	-1	71	65	91	11	/	94	9
> CCCN(CCC)CCCNS(=O)(=O)c1ccc2c(c1)oc(=O)n2C
    0	-7	96	100	109	5	2	104	0
> CCOc1ccc(S(=O)(=O)Nc2ccccn2)c2ccccc12
    -3	-6	88	120	96	7	8	97	-9
> O=S(=O)(NCc1cccnc1)c1cccs1
    4	10	101	100[fluorescence artefact?]	99	2	13	89	5
> COc1cccc(NC(=O)COc2ccc(C)cc2)c1
    4	-15	82	109	103	1	7	78	-20
> CC(=O)C1=C(O)C(=O)N(CCc2c[nH]c3ccccc23)C1c1ccco1 (stereo not drawn)
    3	40	102	81[fluorescence artefact?]	99	2	-10	117	44[fluorescence artefact?]
> c1cnc2ccc(C(c3nnnn3C3CCCC3)N3CCSCC3)cc2c1 (stereo not drawn)
    6	1	86	112	104	2	-5	98	-8
> COc1ccccc1-c1nc(C#N)c(N2CCN(c3ccccc3)CC2)o1
    4	-10	110	128[fluorescence artefact?]	98	4	-8	109	-2
> O=S(=O)(Nc1ccc2c(c1)OCO2)c1cccs1
    4	3	100	122	110	5	-1	98	2
> O=C(O)C1(NS(=O)(=O)c2ccc(F)c(Cl)c2)CCCCC1
    7	-3	90	128[fluorescence artefact?]	104	2	13	96	-9
> COc1ccc(-c2cc(-c3ccccc3)c(C#N)c(S(C)=O)n2)cc1 (stereo not drawn)
    -8	-4	2.3*	107	2.7*	-2	6	6.8*	2
